TRPC4 PAM – TRPC4 (mouse) allosteric potentiation | Q9QUQ5 | HEK293 TRPC4beta/mu-opioid, DAMGO EC20, Fluo-4 Ca2+ flux; stronger effect = higher value | B-score at 10 µM | hit rate 0.42% among 310,000 | AID 2227;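 active = B-score of calcium response area above 5 SD of library B-scores, with initial fluorescence ratio within 5 SD of library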;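 also: B-score of integrated fluorescence ratio over time as area under calcium response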
TRPC4 block – blocks the mouse TRPC4 cation channel; Q9QUQ5; HEK293 TRPC4beta/mu-opioid, DAMGO-evoked Fluo4 calcium flux; stronger effect = lower value; B-score at 10 µM; hit rate 0.39% among 300,000;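 active = B-score over 3 SD under the library average, no early fluorescence shift, positive overall ratio signal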
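Assay system: HEK293 cells with stable TRPC4beta plus mu-opioid receptor expression. Dosing: single dose. Measured by: Fluo4 Ca2+ flux fluorescence. Also added: DAMGO in two steps, submaximal then maximal. Read-out: B score from integrated Fluo4 fluorescence ratio.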
hERG rescue – hERG (human) protection from proarrhythmic block; Q12809; CHO-hERG, FluxOR thallium flux, dofetilide IC70 present; hit rate 0.51% among 310,000; activation (rescue from dofetilide block), less the hit threshold, % at 10 µM;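 active = activation above the mean of controls blocked by dofetilide plus 5 SD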;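 also: thallium influx through hERG after potassium depolarization seen as dye fluorescence rise; in these data hits start at about 4.7%; inactives centre near -7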
DYRK1A inh – blocks rat Dyrk1A kinase activity | Q63470 | ADP-Glo luminescence, NFATc1 peptide | inhibition, % at 12.5 µM | hit rate 0.43% among 310,000; in the data active = inhibition above about 50%;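 also: plate controls were vehicle with enzyme for no effect and no enzyme for full effect; many of its hits are not listed in these tables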
KCNK9 inh – inhibitors of human KCNK9 two-pore domain potassium channel; Q9NPC2; HEK293 KCNK9, FluxOR thallium flux fluorescence; stronger effect = lower value; hit rate 1.2% among 310,000; B-score at 10 µM;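 active = ratio B-score over 3 SD below the library mean, with starting fluorescence within 5 SD of its mean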;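 also: negative B-score means less thallium flux so channel inhibition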
KCNK3 block – human KCNK3 channel inhibition, primary screen; O14649; CHO-KCNK3 thallium flux, FluxOR fluorescence; stronger effect = lower value; B-score at 10 µM; hit rate 0.84% among 340,000;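 active = B-score under library mean minus 4 SD, starting fluorescence ratio at most library mean plus 5 SD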;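 also: more negative B-score means stronger inhibition of thallium flux through KCNK3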
Target sequence (O14649 whole entry, looked up): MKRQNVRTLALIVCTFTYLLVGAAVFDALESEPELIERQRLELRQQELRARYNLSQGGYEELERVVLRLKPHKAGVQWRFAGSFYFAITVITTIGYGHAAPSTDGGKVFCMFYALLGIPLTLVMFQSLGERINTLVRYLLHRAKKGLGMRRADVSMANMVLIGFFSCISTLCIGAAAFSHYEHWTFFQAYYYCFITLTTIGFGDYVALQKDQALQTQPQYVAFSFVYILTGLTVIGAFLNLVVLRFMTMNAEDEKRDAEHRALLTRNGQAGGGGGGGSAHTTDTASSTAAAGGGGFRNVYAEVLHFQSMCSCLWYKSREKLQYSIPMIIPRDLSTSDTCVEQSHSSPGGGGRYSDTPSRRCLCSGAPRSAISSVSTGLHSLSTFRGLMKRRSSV
KCNQ1 block – inhibitors of human KCNQ1 potassium channel. P51787. CHO-K1 KCNQ1, FluxOR thallium flux fluorescence; stronger effect = higher value. B-score at 10 µM. hit rate 1.3% among 310,000. AID 2642;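 active = compounds whose thallium flux B-score, printed positive for inhibition, exceeds three library SD while starting fluorescence stays within three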;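 also: channel opened by potassium depolarization with thallium stimulus after 20 min compound exposure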
Target sequence (P51787 whole entry, looked up): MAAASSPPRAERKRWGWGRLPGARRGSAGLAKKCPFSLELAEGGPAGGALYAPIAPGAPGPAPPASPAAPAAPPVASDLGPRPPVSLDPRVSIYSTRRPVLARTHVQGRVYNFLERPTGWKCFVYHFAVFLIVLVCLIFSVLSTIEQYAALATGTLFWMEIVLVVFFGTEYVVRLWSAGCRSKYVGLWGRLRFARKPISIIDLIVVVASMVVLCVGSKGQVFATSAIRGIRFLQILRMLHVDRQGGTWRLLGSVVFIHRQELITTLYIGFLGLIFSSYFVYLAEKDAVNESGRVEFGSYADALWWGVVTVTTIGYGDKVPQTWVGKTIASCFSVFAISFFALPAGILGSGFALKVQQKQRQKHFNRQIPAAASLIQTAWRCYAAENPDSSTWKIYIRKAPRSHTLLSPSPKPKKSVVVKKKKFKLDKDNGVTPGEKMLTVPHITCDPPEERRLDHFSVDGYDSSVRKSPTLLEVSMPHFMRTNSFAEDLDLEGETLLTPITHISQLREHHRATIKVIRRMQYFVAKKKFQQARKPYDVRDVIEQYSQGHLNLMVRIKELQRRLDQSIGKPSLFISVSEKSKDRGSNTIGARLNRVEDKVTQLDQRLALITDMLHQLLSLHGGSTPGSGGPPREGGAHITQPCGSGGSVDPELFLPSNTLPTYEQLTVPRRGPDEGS
KCNQ1 act – potentiates or activates the human KCNQ1 potassium channel | P51787 | CHO-K1 KCNQ1, thallium flux FluxOR fluorescence; stronger effect = higher value | B-score at 10 µM | hit rate 0.35% among 310,000;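 active = fluorescence ratio B-score, a plate-corrected score, at least three library SD, with initial intensity B-score within 5 SD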
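Material: CHO-K1 cells stably expressing KCNQ1. Medium: assay buffer for compound exposure, DMSO matched across wells. Reagent: K+/Tl+ depolarizing stimulus. Compound dosing: single-concentration screen. Times: 37 °C overnight plating, 90-min dark dye load, 20-min compound pretreatment. Technique: FluxOR Tl+ flux fluorescence.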
PolyA inhibitor – blocks polyadenylation in yeast reporter cells; S. cerevisiae SKY197-pL101 polyadenylation reporter, beta-gal luminescence; efflux-impaired pdr1/pdr3 knockout yeast; score 100 = 6 SD above DMSO; calls only at 12 µM; hit rate 0.02% among 300,000; AID 1875;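 active = lowest replicate activity score at least 50, where 100 means six control SD above control mean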;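 also: yeast exposed to compound for 9 h at 30 °C; higher score means more reporter readthrough which indicates perturbed polyadenylation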
Platelet DG rel – modulates dense granule release in human platelets; hit rate 0.22% among 300,000; human platelet-rich plasma, SFLLRN dense granule ATP release, luminescence; inhibition, %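 (compounds screened at 7.5 µM in platelet-rich plasma)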;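 active = mean replicate score, as percent of positive control, at or above 50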
TRPC4 agonist – activators of mouse TRPC4 channel. Q9QUQ5. HEK293 TRPC4beta/mu-opioid, Fluo4 calcium fluorescence; stronger effect = higher value. B-score at 10 µM. hit rate 0.49% among 310,000;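 active = B-score above 5 SD of library B-scores, and initial fluorescence ratio not above library mean plus 5 SD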;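 also: positive B-score marks a calcium rise read as TRPC4 activation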
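system = HEK293 cells stably co-expressing mouse TRPC4beta and mu-opioid receptor | schedule = Fluo4 dye loading 45 min at room temperature, 110 s recording | measure = B-scored integrated calcium fluorescence ratio | signal = Fluo4 calcium-sensitive dye fluorescence, kinetic, 1 Hz baseline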
* = called active by the depositor; i = inactive; . = no result given. The list is partial; count on the stated rates, not on these rows.

SMILES	TRPC4 PAM	TRPC4 block	hERG rescue	DYRK1A inh	KCNK9 inh	KCNK3 block	KCNQ1 block	KCNQ1 act	PolyA inhibitor	Platelet DG rel	TRPC4 agonist
Cc1ccc(CCNS(=O)(=O)c2cc3c(cc2Cl)NC(=O)CO3)cc1	i	i	-7.9	-2.8	i	i	i	i	i	-1.7	i
COc1ccc(C(=O)Nc2ccnn2C2CCN(Cc3cn(C)nc3C)CC2)cc1	i	i	-7.5	5.6	i	i	i	i	i	15.8	i
COc1ccccc1C(=O)NNC(=O)c1nn(Cc2ccccc2)c(=O)c2ccccc12	i	i	-11.8	.	i	i	i	i	i	1.1	i
COc1ccccc1NC(=O)c1ccccc1NC(=O)c1ccccc1C(=O)O	i	i	-9.2	2.6	i	i	i	i	i	-2.4	i
CCOC(=O)N1CCC(Nc2nc3ccccc3n3cnnc23)CC1	i	i	-7.7	5.0	i	i	i	i	i	3.2	i
COc1ccc(Cc2nc3ccccc3c(=O)n2N)cc1OC	i	i	-0.2	-3.1	i	i	i	i	i	1.7	i
O=C1CNC(=S)N1c1nc(-c2ccccc2)cs1	i	i	-0.8	2.9	i	i	i	i	i	4.8	i
CS(=O)(=O)N(CC(=O)Nc1ccc(C(N)=O)cc1)C1CCCCC1	i	i	-6.8	-10.2	i	i	i	i	i	8.8	i
O=C(COC(=O)CCSc1ccc(Cl)cc1)NCc1ccc(Cl)cc1	i	i	-5.5	-3.3	i	i	i	i	i	0.8	i
CCCCN1CC(O)=C(c2nc(-c3ccc(Cl)cc3)cs2)C1=N	i	i	-11.3	7.0	i	i	i	i	i	0.1	i
CCOc1ccccc1NC(=O)COc1ccc(S(=O)(=O)N2CCCC2)cc1	i	i	-5.3	1.3	i	i	i	i	i	-35.4	i
COc1ccc(NC(=O)CN(C)C(=O)CN2C(=O)C3CCCCC3C2=O)cc1 (centres undefined)	i	i	-8.6	12.1	i	i	i	i	i	-6.7	i
CC1(C)CC(=O)c2cnc(NC(=O)Cc3ccc(Cl)cc3)nc2C1	i	i	-9.5	-2.9	i	i	i	i	i	0.5	i
Cc1cc(-c2nnc(CCC(=O)NCc3cccc(C(F)(F)F)c3)o2)no1	i	i	-2.7	-3.2	i	i	i	i	i	4.7	i
Nc1nc2n(n1)C1(CCCCC1)C1=C(CCCC1)N2	i	i	-8.0	.	i	.	i	i	i	-0.7	i
O=C(NCc1ccc(OC(F)(F)F)cc1)C1CC2Cn3c(nc4ccccc43)C2N1c1ccccc1 (centres undefined)	i	i	-6.4	1.6	i	i	i	i	i	0.1	i
OCCC1CN(Cc2cccn2-c2cccnc2)CCN1C1CCCC1 (centres undefined)	i	i	-6.7	13.0	i	i	i	i	i	1.1	i
CC1(c2ccccc2)NC(=O)N(CC(=O)Nc2cccc(/C=C/c3ccccn3)c2)C1=O (centres undefined)	i	i	-19.5	19.2	i	i	i	i	i	-7.0	i
Cc1ccc(C(=O)c2coc3ccc(O)cc23)cc1	i	i	-11.5	-8.0	i	i	i	i	i	2.3	i
COc1ccccc1C1c2ccc3ccccc3c2Oc2ncn(CCCO)c(=N)c21 (centres undefined)	i	i	-13.9	-0.1	i	i	i	i	i	-6.8	i
CC(=O)c1ccc(-n2nncc2C(C)(C)C)cc1	i	i	-2.3	-0.8	i	i	i	i	i	5.6	i
Cc1ccc(C)c(NC(=O)CN2C(=O)CC(C)S(=O)(=O)c3ccccc32)c1 (centres undefined)	i	i	-6.6	3.2	i	i	i	i	i	-4.4	i
Cc1ccnc(NC(=O)c2cc(S(=O)(=O)N3CCCCC3)ccc2Cl)c1	i	i	-13.0	9.4	i	i	i	i	i	1.2	i
CC(C)(C)Cc1nnc(NS(=O)(=O)Cc2ccccc2)s1	i	i	-4.0	-2.7	i	i	i	i	i	7.8	i
O=C(NCC(=O)N(CC1CCCO1)C(C(=O)NC1CCCCC1)c1ccccc1)c1cccs1 (centres undefined)	i	i	3.7	.	i	i	i	i	i	9.8	i
COc1ccccc1C(C(=O)NCc1ccccc1)N(C(=O)c1csnn1)C1CC1 (centres undefined)	i	i	-3.4	-1.4	i	i	i	i	i	-21.1	i
C=CCOc1c(Cl)cc(CNc2nccs2)cc1OC	i	i	-5.2	1.5	i	i	i	i	i	9.3	i
Cc1cc(=O)[nH]c(SCC(=O)NC(C)C2CC3CCC2C3)c1C#N (centres undefined)	i	i	-7.6	-1.4	i	i	i	i	i	2.4	i
Cc1ccc(S(=O)(=O)N2CCCCC2)cc1C(=O)N1CCN(c2ccccn2)CC1	i	i	-8.1	-2.8	i	i	i	i	i	-7.0	i
CCOC(=O)Cn1nc(C)c(NC(=O)c2ccc(Br)o2)c1C	i	i	-6.4	-0.7	i	i	i	i	i	3.1	i

Some entries already given with just Platelet DG rel and DYRK1A inh:
Structure,Platelet DG rel,DYRK1A inh
COc1ccc(Cc2nc3ccccc3c(=O)n2N)cc1OC,1.7,-3.1
CC1(c2ccccc2)NC(=O)N(CC(=O)Nc2cccc(/C=C/c3ccccn3)c2)C1=O (centres undefined),-7.0,19.2

Later entries.
SMILES	TRPC4 PAM	TRPC4 block	hERG rescue	DYRK1A inh	KCNK9 inh	KCNK3 block	KCNQ1 block	KCNQ1 act	PolyA inhibitor	Platelet DG rel	TRPC4 agonist
Cc1cc(C)c2c(n1)sc1c(N3CCN(C)CC3)ncnc12	i	i	-7.7	2.0	i	i	i	i	i	9.2	i
CCn1c(SCC(=O)Nc2nc(-c3ccccc3)cs2)nnc1-c1ccccc1	i	i	-13.0	-1.6	i	i	i	i	i	5.7	i
Cc1ccc(/C=N/N2CCN(Cc3cccc4ccccc34)CC2)s1	i	i	-4.3	1.3	i	i	i	i	i	-1.9	i
Cn1nc(C(=O)NC2CCCCC2)c2c1-c1ccccc1SC2	i	i	-14.7	2.9	i	i	i	i	.	2.1	i
CC(/C=C1\SC(=S)N(CCCC(=O)Nc2ccc(C(=O)O)cc2)C1=O)=C\c1ccccc1	i	i	-8.0	.	i	i	i	i	i	-5.9	i
COC(=O)c1sccc1NC(=O)CC1NCCNC1=O (centres undefined)	i	i	-2.2	7.0	i	i	i	i	i	1.3	i
COc1ccc(OCc2nnc(SCC(=O)Nc3ccc(C)cc3)o2)cc1	i	i	-7.9	-5.7	i	i	i	i	i	-5.4	i
COc1ccc(NC(=O)c2oc3ccccc3c2C)cn1	i	i	-8.7	-4.1	i	i	i	i	i	2.4	i
O=C(c1cnn2c(C(F)(F)F)cc(-c3cccs3)nc12)N1CCN(Cc2ccccc2)CC1	i	i	-11.1	0.0	i	i	i	i	i	20.1	i
Oc1ccccc1-c1cc(-c2ccc(F)cc2)n[nH]1	i	i	-11.3	-6.8	i	i	i	i	i	6.1	i
O=c1c(C(c2ccc(Br)cc2)c2c(O)nc3n(c2=O)CCS3)c(O)nc2n1CCS2	i	i	-7.4	-7.5	i	i	i	i	i	7.6	i
CCCCCc1ccc(OCCCC[n+]2ccccc2)c(CCCCC)c1	i	i	-21.4	-1.2	i	i	i	i	i	-5.8	i
CCCn1cc(S(=O)(=O)c2ccc(F)cc2)c(=O)c2cc(OCC)ccc21	i	i	-8.4	-9.8	i	i	i	i	i	9.2	i
COCc1cc(C)nc(SCC[N+](C)(C)CC(=O)c2ccc(Br)cc2)c1C#N	i	i	-12.2	-0.3	i	i	i	i	i	50.7*	i
Cc1c(Cl)cccc1NC(=S)NCCC(c1ccccc1)c1ccccc1	i	i	-4.5	-5.5	i	i	11*	i	i	-0.2	i
O=C(c1ccc([N+](=O)[O-])cc1)N1CCC(Cc2ccccc2)CC1	i	i	-10.1	6.8	-7.42*	i	i	i	i	-2.4	i
CC1CCN(C(=O)/C(=C\c2ccco2)NC(=O)c2ccccc2)CC1	i	i	-7.1	-7.1	i	i	i	i	i	4.7	i
O=c1oc2cc(OCc3ccc(F)cc3F)ccc2cc1-c1ccccn1	i	i	-3.2	-0.9	i	i	i	i	i	-4.7	i
CC(C)(C)N1CC(c2nc3ccccc3n2Cc2ccc(F)cc2)CC1=O (centres undefined)	i	i	-7.0	14.3	i	i	i	i	i	3.2	i
Cc1cccc2nc(CSc3nnc(N)s3)cn12	i	i	-12.0	3.1	i	i	i	i	i	1.9	i
O=[N+]([O-])c1cccc(S(=O)(=O)NCc2ccccn2)c1	i	i	2.8	.	i	i	i	i	i	1.8	i
COc1ccc(-n2nnnc2SCC(=O)N2CCN(C(=O)c3ccco3)CC2)cc1OC	i	i	-10.8	-5.4	i	i	i	i	i	1.2	i
Cc1ccc(S(=O)(=O)c2c(C)cc(C)nc2N2CCOCC2)cc1	i	i	-6.0	-3.7	i	i	i	i	i	2.0	i
COc1cccc(O)c1CN1CCC(n2nccc2NC(=O)c2ccc3c(c2)OCO3)CC1	i	i	-14.3	4.0	i	i	i	i	i	11.4	i
Cc1cc(C)nc(SCC(=O)N(C)C)n1	i	i	-3.5	0.7	i	i	i	i	i	3.3	i
Cc1cc(C)c2nc(-c3ccccn3)cc(C(=O)NCc3ccco3)c2c1	i	i	-25.3	2.8	i	i	i	i	i	-36.9	i
O=C(/C=C/c1ccc(Cl)cc1)NC(=S)Nc1ccc(C(=O)O)cc1	i	i	-8.8	10.4	i	i	i	i	i	-4.9	i
O=S1(=O)CCO[C@H]2Cc3ccccc3[C@H]2N1Cc1ccccc1Br	i	i	-2.1	2.0	i	i	i	i	i	2.1	i
COc1ccc(C2CCCN2C(=O)Nc2ccccc2)cc1OC (centres undefined)	i	i	-7.7	1.3	i	i	i	i	i	9.6	i
COc1ccc(-c2c[n+]3c(n2-c2ccccc2)SCC3)cc1OC	i	i	2.5	.	i	i	i	i	i	7.7	i
COC(=O)C1=C(C)NC(=O)NC1c1ccccc1 (centres undefined)	i	i	-8.9	-18.0	i	i	i	i	i	2.4	i
COc1ccc(OC)c(C2C3=C(CCCC3=O)NC3=C2C(=O)CCC3)c1	i	i	-5.4	-5.8	i	i	i	i	i	0.2	i
O=C(Nc1ccccc1N1CCCCC1)c1ccco1	i	i	-4.2	16.2	i	i	i	i	i	-4.6	i
COc1cc(NS(=O)(=O)c2ccc(NC(=S)NC(=O)c3cccs3)cc2)nc(OC)n1	i	i	-7.3	4.9	i	i	i	i	i	0.5	i
Cc1ccc(C(=O)c2sc(Nc3ccccc3)c(C#N)c2N)cc1	i	i	-9.3	0.3	i	i	i	i	i	4.4	i

Assay outcomes from PubChem.
